Assay outcomes deposited in PubChem by several laboratories.
DUSP3 inh: blocks human VHR1 dual specificity phosphatase. recombinant VHR phosphatase, pNPP absorbance. actives 0.52% (n = 290,000). AID 1654. P51452. inhibition, % at 13.3 µM; in the data active = inhibition above about 50%; note: some compounds called inactive have numbers as strong as hits
Target sequence (P51452 whole entry, looked up): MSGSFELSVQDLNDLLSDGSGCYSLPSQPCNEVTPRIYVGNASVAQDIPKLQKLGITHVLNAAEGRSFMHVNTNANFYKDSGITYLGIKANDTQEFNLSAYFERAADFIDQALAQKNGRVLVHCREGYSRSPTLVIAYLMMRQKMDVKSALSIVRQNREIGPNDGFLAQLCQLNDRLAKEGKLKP
3CLpro inhibitor: SARS-CoV 3CLpro protease inhibition. inhibition, % at 6 µM. recombinant SARS-CoV 3CLpro, quenched FRET peptide cleavage. P0C6X7. actives 0.14% (n = 290,000). AID 1706; in the data active = inhibition above about 12%
UGM FP inh: Mtb UDP-galactopyranose mutase inhibition. P9WIQ1. purified UGM, fluorescence polarization probe displacement. inhibition, % at 10 µM. actives 0.06% (n = 320,000). AID 504406; in the data active = inhibition above about 10%, passing the limit was not always enough
MazEF act: increases E. coli MazEF RNase cleavage of RNA; P0AE70; FAM/BHQ RNA-DNA oligo cleavage fluorescence, 5 h; activation, % at 20 µM; actives 0.32% (n = 350,000); AID 504720; in the data active = activation above about 50%
Target sequence (P0AE70 whole entry, looked up): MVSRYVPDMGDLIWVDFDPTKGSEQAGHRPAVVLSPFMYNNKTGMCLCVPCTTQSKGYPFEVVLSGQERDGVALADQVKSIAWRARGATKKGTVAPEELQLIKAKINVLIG
SSB-PriA inh: inhibitors of Klebsiella pneumoniae PriA binding to SSB C-terminal tail | AID 1272365 | actives 0.6% (n = 430,000) | AlphaScreen SSBct-PriA binding, biotinylated peptide | inhibition, % at 33 µM; in the data active = inhibition mostly above about 37%, no sharp cut-off; inactive = mostly below about 20%;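 note: plate controls were negative control peptide for no effect and reference peptide for full effect; strong numbers were not always called active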
Mtb FBA inh: inhibitors of M. tuberculosis fructose-bisphosphate aldolase. AID 588726. inhibition, % at 1 µM. actives 2.3% (n = 360,000). purified M. tuberculosis FBA, fluorescence read-out; in the data active = inhibition above about 27%;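 note: 0% = vehicle and 100% = reference inhibitor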
Target sequence (P9WQA3 whole entry, looked up): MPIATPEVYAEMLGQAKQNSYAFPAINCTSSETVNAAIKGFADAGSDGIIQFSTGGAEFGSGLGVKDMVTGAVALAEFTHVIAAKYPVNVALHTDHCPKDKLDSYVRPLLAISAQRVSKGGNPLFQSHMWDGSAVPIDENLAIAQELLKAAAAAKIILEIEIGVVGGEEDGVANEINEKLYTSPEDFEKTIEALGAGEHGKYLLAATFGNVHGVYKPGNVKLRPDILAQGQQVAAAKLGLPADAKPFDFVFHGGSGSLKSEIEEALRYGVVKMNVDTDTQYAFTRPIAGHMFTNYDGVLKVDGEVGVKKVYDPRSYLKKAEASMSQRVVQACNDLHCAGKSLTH
Mtb BioA inh: blocks M. tuberculosis BioA enzyme activity; purified M. tuberculosis BioA enzyme, plate reader; inhibition, % at 9.99 µM; actives 0.096% (n = 360,000); in the data active = inhibition above about 40%
Vc quorum ag: induces V. cholerae light production without autoinducers. AID 588436. V. cholerae BH1578 lux reporter, luminescence, 6 h. actives 0.16% (n = 350,000). activation, % at 18.7 µM; in the data active = activation mostly above about 9.7%, no sharp cut-off; note: not every result past the cut was called active; inactives centre near 0; reference of the scale not given here
GDH-TPI inh: inhibits GDH-TPI coupling enzymes, artifact for Mtb FBA screen. AID 588335. inhibition, % at 4.8 µM. actives 1.2% (n = 360,000). GDH-TPI coupled enzyme counterscreen, NADH absorbance; in the data active = inhibition above about 30%;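 note: 0% = DMSO wells and 100% = wells lacking the enzyme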
Rv3671c inh: inhibitors of M. tuberculosis serine protease Rv3671c; actives 0.048% (n = 320,000); AID 2606; inhibition, % at 5.96 µM; in the data active = inhibition above about 38%;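 note: extracellular domain of Rv3671c used as enzyme; 0% = enzyme with DMSO and 100% = no enzyme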
Target sequence (P9WHR9 whole entry, looked up, the tested form may be a part): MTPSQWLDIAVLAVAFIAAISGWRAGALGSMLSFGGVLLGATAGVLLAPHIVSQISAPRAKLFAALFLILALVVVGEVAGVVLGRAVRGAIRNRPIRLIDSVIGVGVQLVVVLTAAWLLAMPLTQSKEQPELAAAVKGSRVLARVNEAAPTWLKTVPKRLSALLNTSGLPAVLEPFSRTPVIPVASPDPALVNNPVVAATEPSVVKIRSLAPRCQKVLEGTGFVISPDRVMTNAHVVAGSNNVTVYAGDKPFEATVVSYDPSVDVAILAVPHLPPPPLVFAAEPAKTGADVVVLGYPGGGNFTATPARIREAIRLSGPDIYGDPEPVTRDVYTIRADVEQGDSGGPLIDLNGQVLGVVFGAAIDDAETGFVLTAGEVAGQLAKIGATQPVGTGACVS
Active calls of the source: *; i = inactive; · = not tested or not shown; & = joins results of further samples.

SMILES	DUSP3 inh	3CLpro inhibitor	UGM FP inh	MazEF act	SSB-PriA inh	Mtb FBA inh	Mtb BioA inh	Vc quorum ag	GDH-TPI inh	Rv3671c inh
c1ccc(-c2nnc3nc(N4CCCCC4)nc(N4CCCCC4)n23)cc1	·	·	·	-3	-5	0	·	-1.6	0	·
CCOC(=O)c1c(NC(=O)c2cccnc2)sc(C)c1C	11	0	-0.5	0	-17	-1	1.0	i	7	2
O=C(CCN1CCN(Cc2ccccc2)CC1)NNC(=O)Nc1cccc(Cl)c1	-3	-2	2.5	7	-3&-8	0	-2.0	7.7	15	-2
Cc1ccc(NC(=S)N2CCCC(c3nc4ccc(C)cc4[nH]3)C2)c(C)c1 (centres undefined)	14	-7	0.4	1	4	0	3.1	-1.7	-1	-7
O=C(Cn1cnc2ccccc2c1=O)NNC(=O)c1cccc([N+](=O)[O-])c1	·	·	0.1	11	1	1	-1.6	-0.4	-4	-4
COCCN(C(=O)CCC(=O)Nc1nccs1)C(C(=O)NC(C)(C)C)c1ccc(C)cc1 (centres undefined)	12	4	-0.8	6	0	1	5.0	1.3	-3	1
O=C(COC(=O)c1cccnc1)Nc1cccc2ccccc12	-14	-4	1.6	9	-3	1	-0.1	i	0	-11
CC(=O)Nc1ccc(NC(=O)CN(C)CC(=O)Nc2ccccc2Br)cc1	-1	3	1.0	-3	-3	2	·	i	3	-9
COc1ccc(NS(=O)(=O)c2cc3c(cc2C)N(C)CCO3)c(OC)c1	-26	-3	1.4	7	24	-1	0.1	-0.2	6	1
CC(C)N(CCCNC(=O)Cn1c(=O)c2cccn2c2ccccc21)Cc1ccccc1	14	-2	-0.9	-5	-5	8	-2.1	0.5	12	2
O=S(=O)(/N=C(/Nc1ccccn1)c1ccc(Cl)cc1)c1ccc(Cl)cc1	1	5	0.4	2	·	0	-1.0	0.7	3	1
N#C/C(=C(/O)c1ccc(Br)s1)c1nc2ccccc2[nH]1	29	3	-0.4	-3	2	-2	0.6	-0.2	8	-4
COc1ccccc1NC(CC(=O)c1ccccc1)C(=O)OCC(=O)c1ccc(C)c(C)c1 (centres undefined)	0	-1	-0.6	-6	14	0	0.2	-0.2	28	-3
CCOC(=O)C1CCN(S(=O)(=O)c2ccc(NC(C)=O)c(Cl)c2)CC1	13	0	1.9	4	-5	4	1.7	i	-17	-1
Cc1cc(=O)n(-c2ccc(C(=O)O)cc2)[nH]1	10	3	0.7	5	0	-4	1.9	-1.7	7	-138
CC1CN(C(=O)c2cccc(C(=O)N3CC(C)OC(C)C3)c2)CC(C)O1 (centres undefined)	17	-4	0.0	-9	-14	1	-0.9	0.0	2	-13
Cc1sc(NC(=O)C2=COCCO2)nc1-c1ccc(F)cc1	·	·	0.6	-1	0	4	0.8	-5.6	8	1
COC(=O)c1c(NC(=S)NN2CCOCC2)sc2c1CCCC2	35	2	-0.5	-4	0	-2	-2.8	i	3	0
COc1ccc(NC(=O)c2ccccc2NC(=O)CN2CCCCCC2)cc1	·	·	-2.9	2	0	0	-1.3	-0.3	-3	8
CCc1c(C)[nH]c2ccc(C)cc2c1=O	2	-1	-2.5	8	-15	2	-0.1	i	1	-1
COc1cc(NC(=O)Cn2cnc(S(=O)(=O)N3CCOCC3)c2)cc(OC)c1OC	17	-2	0.3	-1	-4	1	-1.1	-0.4	-6	3
O=Nc1c2ccc[nH]c-2c2ccc([N+](=O)[O-])cc12	16	-4	-1.4	-1	13	7	·	0.1	11	-11
COc1cc(/C=N/N2CCN(C3c4ccccc4-c4ccccc43)CC2)cc(OC)c1OC	-1	2	-2.8	-1	·	1	·	-0.2	-1	3
Cc1ccc(CNC(=O)CN(c2ccc(C)cc2)S(=O)(=O)c2c(C)nn(C)c2C)cc1	-6	0	-1.5	3	-11	-2	11	-0.5	2	-5

Of the compounds above, these have an NH in an aromatic ring.
SMILES	DUSP3 inh	3CLpro inhibitor	UGM FP inh	MazEF act	SSB-PriA inh	Mtb FBA inh	Mtb BioA inh	Vc quorum ag	GDH-TPI inh	Rv3671c inh
Cc1ccc(NC(=S)N2CCCC(c3nc4ccc(C)cc4[nH]3)C2)c(C)c1 (centres undefined)	14	-7	0.4	1	4	0	3.1	-1.7	-1	-7
N#C/C(=C(/O)c1ccc(Br)s1)c1nc2ccccc2[nH]1	29	3	-0.4	-3	2	-2	0.6	-0.2	8	-4
Cc1cc(=O)n(-c2ccc(C(=O)O)cc2)[nH]1	10	3	0.7	5	0	-4	1.9	-1.7	7	-138
CCc1c(C)[nH]c2ccc(C)cc2c1=O	2	-1	-2.5	8	-15	2	-0.1	i	1	-1
O=Nc1c2ccc[nH]c-2c2ccc([N+](=O)[O-])cc12	16	-4	-1.4	-1	13	7	·	0.1	11	-11

New compounds follow.
SMILES	DUSP3 inh	3CLpro inhibitor	UGM FP inh	MazEF act	SSB-PriA inh	Mtb FBA inh	Mtb BioA inh	Vc quorum ag	GDH-TPI inh	Rv3671c inh
CCOc1ccc(C(=O)CCNC(Cc2cnc[nH]2)C(=O)O)cc1 (centres undefined)	27	-7	2.4	4	3	3	-0.7	-0.4	6	-1
CC(OC(=O)C1=COCCO1)C(=O)Nc1ncc(Cl)cc1Cl (centres undefined)	·	·	·	-1	2	4	-0.4	-0.9	0	·
COc1ccccc1N(C)S(=O)(=O)c1ccc(C(=O)N2CCC2)cc1	·	·	·	0	2	1	1.4	-2.9	5	·
CCO[C@H]1OC(C(=O)N2CCCCCCC2)=C[C@@H](c2ccc(C(F)(F)F)cc2)[C@@H]1CCCO	26	1	-0.8	7	-2	0	2.6	-0.8	3	3
O=C(CCC1CCN(C(=O)Cc2c(F)cccc2F)CC1)NC1CC1	18	-2	-2.4	4	-7	-2	4.1	2.5	0	-12
COc1cc(OC)cc(C(=O)NCCNC(=O)c2ccco2)c1	27	-2	4.4	-4	-1	-1	-3.1	i	6	-8
COc1cc(OC)cc(C(=O)N[C@H](C(=O)Nc2ccc(S(=O)(=O)N(C)C)cc2)C(C)C)c1	12	6	2.3	1	-5	-4	·	-0.8	-1	-3
O=C(CNC(=O)c1ccc(Oc2ccccc2)cc1)OCc1ccc(Br)cc1	1	-3	-5.3	0	-19	-1	·	-0.5	4	4
CCn1c2ccccc2c2nnc(SCC(=O)Nc3cc(C)on3)nc21	-13	2	-1.8	12	-9	1	-1.4	i	15	-8
CCOc1ccc(CNC(=S)Nc2ccccc2)cc1Cl	8	4	3.7	6	-17	-3	-0.5	-0.4	4	4
CN(C(=O)COC(=O)/C=C/c1cn(-c2ccccc2)nc1-c1ccc2c(c1)OCCO2)C1CCS(=O)(=O)C1 (centres undefined)	38	0	-2.3	27	-12	0	·	-0.7	7	-18
C=CCNC(=O)C1CC(=O)N(c2ccc(OCC(=O)Nc3ccc(Cl)cc3)cc2)C1 (centres undefined)	-19	-1	2.1	5	0	0	0.3	-0.2	-2	-6
COc1ccc(/C=C/C2=CC(C)(C)NC(=S)N2)cc1	22	4	1.9	5	-7	1	·	-0.5	-3	1
Cc1cc(C(=O)N2CCN(c3ncccc3C#N)CC2)no1	23	-6	1.1	7	-2	7	·	i	-4	-3
COc1ccc(-n2nnnc2SCC(=O)c2ccc3c(c2)OCCO3)cc1	-18	6	-3.0	8	-18	-4	0.0	-0.5	0	0
CC1=CC(c2ccccc2)n2nc(N)nc2N1 (centres undefined)	·	·	1.2	3	-4	53*	0.1	i	6	-6
CC(C(=O)O)c1ccc(N2Cc3ccccc3C2=O)cc1 (centres undefined)	-3	-2	3.0	2	-9	2	-0.9	6.2	7	2
Cc1cc(C(F)(F)F)nn1Cc1n[nH]c(=S)n1-c1ccc(Cl)cc1	2	1	0.6	2	-3	1	-0.2	-1.4	-17	7
CCCCc1nc2cc(C(=O)N3CCCCC3COC)ccc2o1 (centres undefined)	10	2	2.1	5	-3	0	0.4	-0.7	-3	2
C=C1C(C(=O)Nc2cccc(OC)c2)C1C(=O)Nc1cccc(OC)c1 (centres undefined)	15	-2	-1.4	13	-4	-6	0.2	i	-2	-12
Cc1cccc(CSc2nc3nc(C)cc(C)n3n2)c1	-2	1	-2.2	-7	-9	2	·	i	-2	-10
CCc1ccc(-c2csc(NC(=O)Oc3ccccc3)n2)cc1	-12	4	0.3	-7	9	4	·	-0.3	4	18
CCC(C(=O)Nc1nc(C)c(C(=O)OC)s1)c1ccccc1 (centres undefined)	6	6	-2.7	4	-18	1	-1.5	4.5	4	0
CS(=O)(=O)c1ccc(C2=C(CNC(=O)c3cccnc3)[C@H]3CC[C@@H](C2)N3Cc2ccco2)cc1	·	·	·	3	·	-1	-3.4	-0.6	2	·
O=C(CSc1nnc(-c2cccnc2)n1Cc1ccco1)c1ccc(Cl)cc1	19	-3	-1.0	4	-20	0	4.4	i	5	-12
COc1ccc(C=Cc2ccc3ccccc3n2)c(OC)c1	·	·	·	0	·	0	·	-2.9	17	·
COc1ccc(CC(=O)NCCS(=O)(=O)N2CCN(c3ccccc3OC)CC2)cc1	·	·	0.3	-14	18	3	-0.6	-0.7	-1	-2
CCOC(=O)NC(=O)/C(C#N)=N/Nc1c(F)cccc1F	37	0	·	5	·	0	·	i	15	-3
C[C@@H]1CN([C@@H](C)CO)S(=O)(=O)c2ccc(Br)cc2O[C@H]1CN(C)Cc1ccncc1	·	·	·	4	·	2	0.9&4.0	0.3	-4	·
COc1cc2c(cc1OC)C(COc1ccc([N+](=O)[O-])cc1)NCC2 (centres undefined)	9	-23	3.3	7	2&11	2	6.9	-0.2	16	6
Cc1ccc(NC(=O)COCC(=O)Nc2ccc(C)cc2)cc1	-12	-1	-3.8	-22	-15	0	-0.8	-0.3	4	-1
COc1ccc(CCNC(=O)c2nn(C)cc2Cl)cc1	-2	1	0.9	-1	3	2	-1.1	i	1	1
Cc1ccc(S(=O)(=O)N/N=C/c2cnn(C)c2C)cc1	11	0	-0.1	2	·	1	1.0	-0.4	-1	0
O=C(NCCN1CCCCC1)/C(=N\O)c1ccccc1	7	1	1.2	-8	·	3	0.9	i	-2	4
COc1ccc(S(=O)(=O)N(C)CC(=O)Nc2ccc3c(c2)OCO3)cc1OC	-5	-6	1.1	8	-4	2	·	0.6	-4	6
O=C1NCCN(CC2CCN(CC3CCCC3)CC2)C1=O	·	·	·	-6	-12	4	7.0	-1.4	11	·
O=[N+]([O-])c1cn(Cc2ccc(Cl)cc2)cn1	32	2	3.2	0	-7	-2	·	-0.3	9	-2
CCCCCCc1ccc(OCC(=O)O)cc1OCC(=O)O	24	1	6.8	5	-6	-1	·	-0.4	4	-3
O=C(OC1C2C=CC1C1C(=O)NC21)c1ccccc1 (centres undefined)	·	·	·	-3	·	-2	0.7	5.3	2	·
COc1ccc(N2CCN(C(=O)[C@@H](NC(=O)c3ccccc3Cl)C(C)C)CC2)cc1	2	-10	0.9	4	2	-3	-1.0	-3.1	9	7
CC(C)(C)C(=O)NNC(=O)c1cc2sccc2s1	-15	1	0.5	-1	0	3	·	-0.4	25	-4
COc1ccc(CNC(=O)CC2C[C@H](C(=O)N(C(C)C)C(C)C)[C@@]3(C)c4[nH]c5ccccc5c4CCN3C2=O)cc1OC (some centres undefined)	·	·	-0.9	-2	6	-2	2.0	-0.2	7	-2
COc1cc(/C=N/NC(=O)C23CC4CC(CC(C4)C2)C3)cc(Br)c1O	10	2	1.4	5	·	9	-0.6	-0.6	29	1
COc1ccc(C(=O)Nc2cc([N+](=O)[O-])ccc2N2CCN(C)CC2)cc1	15	0	0.1	-2	-21	-1	·	i	2	0
O=C(NCCCN1CCCC1)c1ccc(CSCc2cccc(Cl)c2)o1	12	-5	-2.4	8	5	2	-1.2	-0.4	19	1
O=S(=O)(Nc1nccs1)c1cnc(Cl)c(Br)c1	-4	2	-0.6	10	-9	-4	-1.4	-0.3	18	-5
O=C(NNC(=O)c1ccc(NC(=O)c2ccccc2)cc1)c1ccccc1	28	4	-0.8	-8	-8	0	·	-0.2	11	2

An excerpt; count on the stated rates, not on these rows.
